HIF-2a inh – HIF-2a inhibition | 786-0 RCC cells HIF-2a reporter, luciferase luminescence, overnight | inhibition, % at 18.8 µM | 360,000 tested, 0.72% active;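 active = inhibition of the luminescence signal of 40% or more relative to plate controls, in a single-dose primary screen at 18.75 µM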
CF NFkB inh – cystic fibrosis NF-kB activation inhibition | 360,000 tested, 0.86% active | inhibition, % at 5 µM | KKLEB NF-kB-GFP reporter, PAF-induced, GFP fluorescence overnight;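 active = at least 50% inhibition at 5 µM, scaled per plate between neutral and stimulator controls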;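 also: PAF is a Pseudomonas aeruginosa culture filtrate used as stimulus; plate controls were PAF-stimulated DMSO wells for no effect and unstimulated DMSO wells for full effect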
Peg3 prom inh – reduces Peg3 promoter-driven luciferase expression in HeLa; HeLa PEG-Prom luciferase reporter, luminescence, overnight; inhibition, % at 20 µM; 360,000 tested, 1.7% active;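 active = inhibition of at least 50% at 20 µM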
TRAIL sens C8 – caspase-8 TRAIL sensitization. NB7+C8 cells + TRAIL, ATPlite viability luminescence. inhibition (viability loss, TRAIL sensitization), % at 10 µM. 360,000 tested, 1% active. AID 624354;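 active = compounds causing at least 50% loss of cell viability in the single-dose screen, relative to plate controls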
KKLEB cytotox – counter-screen for CF NF-kB inhibitors: cytotoxicity; KKLEB CF airway cells viability, ATPlite luminescence, overnight; stronger effect = lower value; cells stimulated with P. aeruginosa culture filtrate; activity change (cytotoxicity), % at 5 µM; 360,000 tested, 0.36% active; AID 602141;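 active = corrected activity change at or below -50% at 5 µM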
LMP1 NFkB inh – inhibitors of Epstein-Barr LMP1-induced NF-kappaB reporter; LMP1-induced NF-kappaB luciferase reporter cells, luminescence; inhibition, % at 12.5 µM; 350,000 tested, 0.69% active; in the data active = inhibition above about 41%;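 also: 0% = neutral control wells and 100% = reference inhibitor control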
NR2E3 ag-1 – agonists of human nuclear receptor NR2E3 | AID 2300 | Q9Y5X4 | 320,000 tested, 0.12% active | inhibition of corepressor binding, % at 4.78 µM | GST-NR2E3/biotin-RetCOR TR-FRET, 1536-well;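 active = percent inhibition above the cutoff of mean plus 3 SD of all tested compounds, set per screening campaign, cut at about 20% in these data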;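 also: 0% = DMSO wells and 100% = biotin wells as full block of FRET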
Target sequence (Q9Y5X4 whole entry, looked up): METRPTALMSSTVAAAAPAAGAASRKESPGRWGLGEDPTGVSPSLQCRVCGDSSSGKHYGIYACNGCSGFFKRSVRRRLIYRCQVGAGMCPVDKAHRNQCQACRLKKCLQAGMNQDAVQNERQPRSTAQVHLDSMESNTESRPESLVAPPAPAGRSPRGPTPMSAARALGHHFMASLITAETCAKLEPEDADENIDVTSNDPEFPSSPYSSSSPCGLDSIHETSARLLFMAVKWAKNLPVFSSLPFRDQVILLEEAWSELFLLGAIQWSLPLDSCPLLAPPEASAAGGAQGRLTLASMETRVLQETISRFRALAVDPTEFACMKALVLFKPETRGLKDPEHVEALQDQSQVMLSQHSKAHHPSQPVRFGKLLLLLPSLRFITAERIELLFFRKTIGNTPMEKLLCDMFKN
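Material: NR2E3–RetCOR corepressor complex / Amount: 1.35 nM GST-NR2E3 / Medium: Tris pH 7.5 / Compound: single nominal compound dose of 4.8 µM / Incubation: 5 h at 4 °C / Technique: TR-FRET, Eu(K)-anti-GST donor, streptavidin-D2 acceptor, ex 340, em 617/671 nm / Read-out basis: percent loss of FRET ratio relative to control wells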
TRPM1 prom inh – reduces MITF-dependent TRPM1 promoter luciferase signal | SK-MEL-5 TRPM1 promoter luciferase, 24 h | inhibition, % at 12.5 µM | 330,000 tested, 0.83% active;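 active = mean inhibition across replicates of 60% or more, whatever share of single replicates reaches that level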; also: values of inactives mirror those of a sister screen read the other way
NR2E3 ag-2 – agonists of human NR2E3 nuclear receptor | Q9Y5X4 | CHO-S Gal4-NCOR/VP16-NR2E3 two-hybrid, luciferase | inhibition of corepressor binding, % at 3.98 µM | 360,000 tested, 0.35% active | AID 602229;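 active = inhibition above the mean of all tested compounds plus 3 SD, cut at about 70% in these data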;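 also: 0% = DMSO with NR2E3 transfected cells and 100% = cells lacking NR2E3 construct; higher means lower luciferase signal from less NR2E3 corepressor binding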
Shn3 inh set2 – reduces Shn3 3'UTR luciferase signal in osteoblasts; inhibition, % at 12.5 µM; Clone20 osteoblast Shn3 3'UTR firefly luciferase, 24 h; AID 588674; 360,000 tested, 0.52% active;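 active = mean inhibition of at least 75% with every replicate also reaching 75%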;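 also: 0% = median of neutral control wells and 100% = pilot-screen positive control compound; some compounds past the cut are filed as inactive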
iPSC survival up – enhancers of human iPSC single-cell survival. hiPSC single-cell survival, ATPlite luminescence; 100% = ROCK inhibitor wells, 0% = DMSO. survival enhancement, % at 20 µM. 360,000 tested, 0.044% active. AID 602274; in the data active = survival enhancement above about 18%;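 also: cells exposed to compounds for 16 hours before the ATP read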
The depositor's hits bear a star; x = no result given.

SMILES | HIF-2a inh | CF NFkB inh | Peg3 prom inh | TRAIL sens C8 | KKLEB cytotox | LMP1 NFkB inh | NR2E3 ag-1 | TRPM1 prom inh | NR2E3 ag-2 | Shn3 inh set2 | iPSC survival up
O=C(c1cc(C2CC2)nn1-c1ccccc1)N1CCN(c2ccccc2O)CC1 | 1 | 18 | 24 | -8 | -10 | -1 | x | 9 | -8 | 8 | -0.4
CCCNC(=O)c1cc(C2CCCCN2C(=O)c2cccs2)on1 (centres undefined) | 0 | 19 | 3 | -17 | -15 | x | x | x | 1 | 12 | 1.7
CCn1c(=O)c(C(=O)CN2CCCc3ccccc32)c(N)n(Cc2ccccc2)c1=O | -22 | -23 | 0 | -2 | 20 | 4 | 0 | 0 | -21 | -1 | 6.1
Cc1ccc2nc(N(CCCN(C)C)C(=O)CCc3ccccc3)sc2c1 | -15 | 0 | 53* | 0 | -6 | 4 | 4 | -6 | 4 | -19 | -2.1
O=C(CCNC(=O)c1ccc(Br)o1)NCc1ccccc1Cl | -4 | -7 | 18 | 8 | -18 | -6 | -2 | -2 | -17 | -11 | -2.0
O=C(Nc1cccnc1)c1cccc(NC(=O)c2ccco2)c1 | 7 | 4 | 7 | -14 | 0 | 6 | -2 | 6 | -40 | 15 | 1.5
O=c1[nH]c2ccc(S(=O)(=O)Nc3ccc(Cl)cc3)cc2o1 | 23 | -4 | 10 | 4 | 11 | -3 | x | -3 | 10 | 9 | -0.3
COc1ccc(NC(=O)CCS(=O)(=O)c2cccc3nonc23)cc1 | -4 | 2 | -9 | 9 | -2 | 1 | -4 | -2 | 10 | -5 | -0.4
Cc1ccc2nc(SCC(=O)N3N=C(c4cccs4)CC3c3ccc(F)cc3)nc(=O)n2c1 (centres undefined) | 10 | -10 | 22 | 13 | -14 | 14 | x | x | 9 | 1 | 3.7
CCc1cc(=O)oc2cc(OC(=O)c3ccco3)ccc12 | 1 | -9 | -3 | -10 | 11 | 8 | 2 | -7 | -8 | -10 | 0.8

Continued; it opens with the 3 that closed the last part.
SMILES | HIF-2a inh | CF NFkB inh | Peg3 prom inh | TRAIL sens C8 | KKLEB cytotox | LMP1 NFkB inh | NR2E3 ag-1 | TRPM1 prom inh | NR2E3 ag-2 | Shn3 inh set2 | iPSC survival up
COc1ccc(NC(=O)CCS(=O)(=O)c2cccc3nonc23)cc1 | -4 | 2 | -9 | 9 | -2 | 1 | -4 | -2 | 10 | -5 | -0.4
Cc1ccc2nc(SCC(=O)N3N=C(c4cccs4)CC3c3ccc(F)cc3)nc(=O)n2c1 (centres undefined) | 10 | -10 | 22 | 13 | -14 | 14 | x | x | 9 | 1 | 3.7
CCc1cc(=O)oc2cc(OC(=O)c3ccco3)ccc12 | 1 | -9 | -3 | -10 | 11 | 8 | 2 | -7 | -8 | -10 | 0.8
O=C(CCC(=O)N1CCOc2ccc(Cl)cc21)NCCN1CCOCC1 | 0 | 4 | -3 | -2 | 27 | -4 | 1 | x | -17 | -8 | 1.5
O=C(COC(=O)Cn1c(C(F)(F)F)nc2ccccc21)Nc1ccc2c(c1)OCCO2 | 9 | 17 | -17 | -7 | 8 | 6 | -5 | 10 | 13 | -1 | 1.7
COc1ccc(C2CC(c3cccs3)=NN2C(=O)CSc2nc(=O)n3ccc(C)cc3n2)cc1 (centres undefined) | -7 | 36 | 17 | 9 | -1 | -4 | -2 | 5 | -18 | 14 | 0.2
N#C/C(=C\c1cccnc1)C(=O)NC1CCCCC1 | 36 | 33 | -3 | -3 | -18 | 5 | 0 | -1 | 0 | -22 | 2.7
COCCNC(=O)c1ccc(-c2ccc(OC)cc2C)c2ccoc12 | -61 | 0 | -45 | 17 | -4 | x | x | x | -56 | -36 | 0.7
CCCC(=O)N1CCN(c2ccc(NC(=O)c3cccs3)cc2)CC1 | -52 | -4 | -32 | -8 | 9 | -3 | 2 | -13 | -24 | -8 | -0.5
C=CC[C@@H](CC(=O)N(CCO)Cc1ccccc1)C(=O)N[C@H](COC(=O)[C@@H](CC=C)Cc1ccc(F)cc1)c1ccccc1 | 13 | 10 | 28 | 27 | -16 | -2 | x | -4 | -45 | -5 | -1.2
COc1ccccc1C(=O)NNC(=O)C1CCN(C(=O)OC(C)(C)C)CC1 | 10 | -4 | 9 | -15 | 1 | 0 | -1 | 15 | -6 | 0 | -0.5
COc1ccc(CC(=O)NCc2nnc(SCC(=O)Nc3ccccc3)n2C)cc1 | -1 | -3 | -6 | 3 | 4 | 2 | -4 | 11 | -2 | 4 | -2.1
CN(c1ccc(OC(=O)c2ccc(-n3cncn3)c([N+](=O)[O-])c2)cc1)S(=O)(=O)c1ccccc1 | -3 | 26 | 4 | -29 | 0 | -2 | 2 | x | 6 | -10 | 0.3
CCOC(=O)c1nn(-c2ccc(Cl)cc2)cc1O | -118 | -12 | -313 | 14 | 9 | 0 | 3 | -100 | -87 | -77 | 0.1
O=C(O)c1[nH]c2ccc([N+](=O)[O-])cc2c1-c1ccccc1 | 11 | 2 | 6 | -4 | -12 | 2 | -2 | 1 | 24 | -13 | 0.2
COc1ccc(CN(C(=O)Cn2nnc(-c3ccc(C)o3)n2)C(C(=O)NCC2CCCO2)c2ccco2)cc1 (centres undefined) | 12 | -4 | 25 | -2 | -2 | 6 | 1 | 19 | -5 | 7 | 0.5
c1ccc(OCc2nn3c(-c4ccncc4)nnc3s2)cc1 | 12 | 7 | -19 | 28 | -1 | -4 | 0 | -13 | -26 | 3 | -0.3
Clc1ccc2c(N/N=C/c3ccc(Br)cc3)ccnc2c1 | 33 | -17 | 105* | 17 | -16 | -8 | 2 | 31 | -3 | -8 | -1.7
COc1ccc(CN2CCC(C)(Oc3ccc(C(C)=O)cc3)C2)c2ccccc12 (centres undefined) | 9 | -10 | 0 | 5 | -12 | x | x | x | -27 | 5 | 1.9
COC(=O)C(C(=O)Nc1ccc(OC)cc1)C1CCCCCC1 (centres undefined) | 6 | -2 | 22 | 10 | -4 | 0 | -2 | 6 | 2 | 9 | 7.6
O=C(COC(=O)/C=C/c1ccccc1)NC1CCCC1 | -4 | 13 | -10 | -10 | 3 | -7 | x | -5 | -4 | -24 | -0.5
Cc1csc(=Nc2cccnc2)n1Cc1ccco1 | 9 | -9 | 10 | -2 | 6 | -3 | 1 | 3 | -17 | 5 | 2.3
O=C(COC(=O)COc1ccccc1)NCCC1=CCCCC1 | 19 | -16 | -5 | -22 | -5 | 0 | 0 | 5 | 9 | -9 | -0.4
COc1c(/C=N/Nc2ccc([N+](=O)[O-])cc2[N+](=O)[O-])c(C)nn1-c1ccccc1 | 4 | 60* | 16 | 20 | -38 | 5 | 0 | 21 | -34 | -12 | -0.8
CCN1CCN(C(=O)c2ccc(OC)c(S(=O)(=O)Nc3ccc(C)cc3)c2)CC1 | 11 | -5 | 1 | -16 | 4 | -2 | 4 | -2 | 10 | 2 | 1.8
O=C(c1ccco1)N1CCN(C(c2cccs2)c2nnnn2C2CCCCC2)CC1 (centres undefined) | 14 | 20 | 0 | -11 | -2 | -5 | 6 | 0 | -10 | 9 | -1.1
COC(=O)c1ccc(COc2ccc(/C=C(\C#N)c3nc4ccccc4[nH]3)cc2OC)o1 | 0 | -5 | 10 | 27 | -12 | -25 | -3 | 10 | -29 | 38 | 1.3
COc1ccc2[nH]c(=O)c(CN(C(=O)c3ccco3)C(C)C)cc2c1 | 16 | 15 | 6 | -4 | -6 | -1 | -2 | -2 | -12 | 5 | -0.4
O=C1[C@H]2[C@@H](c3ccc(C(F)(F)F)cc3)N[C@]3(CCCN(Cc4ccc(C(F)(F)F)cc4)C3=O)[C@H]2C(=O)N1Cc1ccccc1 | 3 | -11 | 17 | 27 | -3 | -18 | x | x | -17 | 67 | -1.9
CCCc1cc(=O)n2[nH]cc(-c3ccc(Cl)cc3)c2n1 | 5 | 36 | 57* | 28 | -12 | 44* | x | 21 | 93* | 1 | 0.6
CCCNC(=O)c1onc(CSc2ccccn2)c1C(=O)NCCC | 6 | -13 | 7 | 5 | 13 | -1 | 4 | 9 | 17 | 7 | 3.2
O=S(=O)(c1ccc(Br)cc1F)N1CC[C@H](O)C1 | 10 | -4 | 4 | 6 | 22 | -3 | x | -1 | 3 | -8 | -0.6
O=c1nc(N2CCCCC2)nc2n1CCO2 | 16 | -1 | 1 | -2 | 0 | 1 | 1 | 14 | 10 | -29 | -0.7
COc1ccccc1C1NC(=O)NC(C)=C1C(=O)Nc1cccc(C)c1C (centres undefined) | 17 | 1 | 21 | -2 | 3 | -2 | 1 | 3 | -22 | -3 | -0.6
Cc1ccc(CNC(=O)CC2C(=O)Nc3c2c(=O)n(C)c(=O)n3Cc2ccccc2)cc1 (centres undefined) | 21 | 6 | 19 | 1 | 3 | -7 | 2 | 5 | -16 | 18 | -0.9
O=C(CCSc1ccccc1Cl)NNC(=O)c1ccncc1 | 9 | -10 | 13 | -18 | 10 | -4 | 3 | -3 | -13 | 6 | 0.0
COC(=O)c1sc2nc(SCc3ccccc3C#N)n(N)c(=O)c2c1C | 5 | 34 | 0 | 27 | -28 | 7 | -2 | -11 | -11 | 3 | -3.0
COc1cccc(NC(=O)C2CC(=O)N(Cc3ccc(C)cc3)C2)c1 (centres undefined) | 10 | -10 | 4 | -4 | 1 | -4 | 2 | 3 | -12 | 8 | 0.3
O=C(N/N=C/c1ccc(N2CCOCC2)cc1)C1COc2ccccc2O1 (centres undefined) | 3 | -9 | 4 | 7 | 13 | 3 | -2 | -1 | -9 | -6 | 1.0
Cc1ccc(N2C(=O)SC(Cc3ccccc3)C2=O)cc1 (centres undefined) | -9 | 5 | 0 | 30 | -5 | -3 | 4 | -23 | -2 | -1 | -0.5
CCOC(=O)N1CCN(C(=O)c2cc(-n3cnnc3)ccc2Cl)CC1 | 13 | -12 | 12 | 10 | 6 | -7 | 1 | -6 | 5 | -6 | 4.1
CNC(=O)c1cc(Nc2nnc(-c3ccc(O)cc3)c3ccccc23)ccc1OC | 14 | -1 | -2 | -7 | -8 | -2 | -2 | 3 | -44 | -9 | -1.1
CCn1c(Cc2ccccc2)nnc1SCc1cccc(C(=O)O)c1 | -5 | 9 | -37 | 1 | 14 | 1 | 0 | -11 | -9 | -5 | 2.2
CN1CCN(CC(=O)Nc2ccccc2Oc2ccccc2)CC1 | 13 | -21 | 7 | 0 | 2 | -6 | -3 | 15 | 20 | 12 | 0.3
O=C(O)c1cccnc1SCc1cn2cc(Br)ccc2n1 | 13 | 5 | 2 | -2 | 12 | 1 | 8 | 11 | -23 | -11 | 0.2
Cn1c(C(=O)Nc2ccc3c(c2)OCO3)cc2c(=O)n(C)c3ccccc3c21 | -25 | -4 | -9 | 14 | -37 | -16 | 0 | -8 | -35 | 1 | -0.4
CCn1c(SCc2ccccc2)nc2c1c(=O)[nH]c(=O)n2C | 28 | 22 | 13 | -6 | -16 | 7 | -2 | -19 | -48 | 2 | -0.1
CC(=O)c1ccc(NC(=O)C2CCCN(S(=O)(=O)c3cccc4nonc34)C2)cc1 (centres undefined) | -5 | 13 | -1 | -16 | -4 | -15 | 2 | -11 | -4 | -26 | 1.0

Screening data (PubChem BioAssay)

An excerpt; the hit share may differ from the screen's.
